# Rin1 Abl inh = inhibitors of Rin1-Abl protein binding, primary screen, biochemical, TR-FRET | Tyrosine-protein kinase ABL1 (Homo sapiens) + Ras and Rab interactor 1 (Homo sapiens), … | inhibition, % at 7.35 µM | actives 0.4% (n = 360,000) | AID 588664, 2011; in the data active = inhibition above about 5%, passing the limit was not always enough
# FAS-TE inh = FAS thioesterase domain inhibitors, primary screen, biochemical, fluorescence intensity, uHTS | recombinant FAS-TE, OMFH fluorogenic substrate, fluorescence endpoint | inhibition, % at 15 µM | actives 0.67% (n = 360,000) | AID 602261, 2012;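 active = compounds whose normalised, plate-corrected inhibition of enzyme fluorescence in the single-dose primary screen is 50% or more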;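 note: 0% = DMSO with enzyme and 100% = substrate without enzyme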
# Target sequence (P49327 whole entry, looked up, the tested form may be a part): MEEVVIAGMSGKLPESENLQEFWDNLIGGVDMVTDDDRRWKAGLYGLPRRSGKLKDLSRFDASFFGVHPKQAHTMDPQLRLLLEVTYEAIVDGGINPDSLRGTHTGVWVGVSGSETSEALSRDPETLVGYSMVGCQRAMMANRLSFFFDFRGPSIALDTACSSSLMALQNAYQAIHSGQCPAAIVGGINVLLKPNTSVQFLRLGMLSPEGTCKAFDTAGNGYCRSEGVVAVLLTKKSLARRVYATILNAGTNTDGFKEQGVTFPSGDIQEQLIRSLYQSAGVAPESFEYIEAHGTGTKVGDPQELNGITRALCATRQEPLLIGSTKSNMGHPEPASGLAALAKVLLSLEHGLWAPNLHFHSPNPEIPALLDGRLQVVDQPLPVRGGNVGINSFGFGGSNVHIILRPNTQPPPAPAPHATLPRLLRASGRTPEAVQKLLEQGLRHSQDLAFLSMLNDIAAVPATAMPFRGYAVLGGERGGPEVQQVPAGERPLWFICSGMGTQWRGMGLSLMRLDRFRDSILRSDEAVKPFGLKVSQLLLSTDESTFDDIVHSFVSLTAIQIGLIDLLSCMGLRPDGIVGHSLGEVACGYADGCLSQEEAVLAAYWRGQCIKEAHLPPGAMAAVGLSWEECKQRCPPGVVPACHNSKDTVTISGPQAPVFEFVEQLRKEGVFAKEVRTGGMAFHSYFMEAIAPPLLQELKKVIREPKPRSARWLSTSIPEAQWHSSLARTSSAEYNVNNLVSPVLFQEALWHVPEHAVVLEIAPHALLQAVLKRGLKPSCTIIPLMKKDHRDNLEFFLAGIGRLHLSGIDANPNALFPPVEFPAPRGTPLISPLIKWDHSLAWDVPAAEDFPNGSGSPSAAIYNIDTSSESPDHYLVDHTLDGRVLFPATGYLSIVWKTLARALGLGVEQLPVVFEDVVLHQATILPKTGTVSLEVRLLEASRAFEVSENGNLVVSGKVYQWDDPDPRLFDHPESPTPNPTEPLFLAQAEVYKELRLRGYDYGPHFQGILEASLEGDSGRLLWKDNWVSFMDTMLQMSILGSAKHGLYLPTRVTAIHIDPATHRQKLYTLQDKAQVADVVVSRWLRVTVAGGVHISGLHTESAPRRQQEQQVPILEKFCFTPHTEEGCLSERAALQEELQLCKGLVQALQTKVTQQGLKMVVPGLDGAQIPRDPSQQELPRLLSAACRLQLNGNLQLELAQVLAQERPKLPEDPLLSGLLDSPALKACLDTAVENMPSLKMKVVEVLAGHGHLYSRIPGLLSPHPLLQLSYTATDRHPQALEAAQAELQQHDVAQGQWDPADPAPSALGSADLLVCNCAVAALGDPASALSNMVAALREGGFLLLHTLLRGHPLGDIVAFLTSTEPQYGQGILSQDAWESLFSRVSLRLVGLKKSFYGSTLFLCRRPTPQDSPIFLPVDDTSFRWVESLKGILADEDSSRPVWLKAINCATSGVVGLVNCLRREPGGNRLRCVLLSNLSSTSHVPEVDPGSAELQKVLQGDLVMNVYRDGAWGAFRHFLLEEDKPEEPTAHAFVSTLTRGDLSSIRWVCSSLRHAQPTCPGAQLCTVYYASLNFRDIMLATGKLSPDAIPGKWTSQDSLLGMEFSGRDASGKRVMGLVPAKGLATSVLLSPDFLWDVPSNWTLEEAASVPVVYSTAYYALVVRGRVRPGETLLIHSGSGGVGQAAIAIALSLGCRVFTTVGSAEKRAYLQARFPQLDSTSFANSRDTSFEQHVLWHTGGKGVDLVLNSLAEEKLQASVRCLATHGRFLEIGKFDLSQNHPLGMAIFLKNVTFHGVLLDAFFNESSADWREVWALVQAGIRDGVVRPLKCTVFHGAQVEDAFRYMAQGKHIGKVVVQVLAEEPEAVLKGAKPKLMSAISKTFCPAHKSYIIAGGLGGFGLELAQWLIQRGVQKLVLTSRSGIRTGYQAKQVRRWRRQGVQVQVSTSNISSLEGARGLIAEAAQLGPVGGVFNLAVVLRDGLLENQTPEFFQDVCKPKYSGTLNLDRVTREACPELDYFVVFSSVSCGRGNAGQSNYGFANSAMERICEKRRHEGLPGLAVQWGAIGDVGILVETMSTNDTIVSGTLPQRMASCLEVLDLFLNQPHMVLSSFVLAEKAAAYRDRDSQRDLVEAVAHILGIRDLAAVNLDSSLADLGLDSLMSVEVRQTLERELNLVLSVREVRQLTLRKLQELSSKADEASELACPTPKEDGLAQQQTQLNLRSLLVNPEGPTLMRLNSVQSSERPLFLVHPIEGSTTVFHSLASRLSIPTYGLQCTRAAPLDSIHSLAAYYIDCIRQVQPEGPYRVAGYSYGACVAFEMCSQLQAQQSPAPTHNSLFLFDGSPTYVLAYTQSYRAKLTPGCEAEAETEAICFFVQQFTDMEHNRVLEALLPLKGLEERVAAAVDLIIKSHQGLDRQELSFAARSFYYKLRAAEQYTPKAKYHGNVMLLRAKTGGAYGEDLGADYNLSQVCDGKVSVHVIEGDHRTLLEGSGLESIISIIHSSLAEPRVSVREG
# E coli Lon inh = inhibitors of E. coli Lon protease, primary screen, biochemical, fluorescence polarization; P0A9M0; actives 0.42% (n = 360,000); purified E. coli Lon protease; inhibition, % at 7.94 µM; in the data active = inhibition above about 13%, passing the limit was not always enough;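 note: 0% = enzyme with probe and DMSO and 100% = no enzyme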
# PABP1 MLLE inh = inhibitors of PABP1 MLLE–PAM2 peptide binding, primary screen, biochemical, fluorescence polarization, FITC-PAM2, GST-MLLE. inhibition, % at 20 µM. AID 588489, 2011. Polyadenylate-binding protein 1 (Homo sapiens), P11940. actives 0.36% (n = 360,000); in the data active = inhibition above about 35%, passing the limit was not always enough;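 note: plate controls were DMSO wells with GST-MLLE for no effect and wells lacking GST-MLLE protein for full effect; some results filed as inactive read as strong as hits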
# MsrA act = bovine MsrA enzyme activators, primary screen, biochemical, absorbance, HTS. Methionine sulfoxide reductase A (Bos taurus). purified bovine MsrA, absorbance read-out. activation, % at 10.6 µM. actives 0.3% (n = 360,000). AID 602163, 2012; in the data active = activation above about 7.5%;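 note: 0% = vehicle and 100% = reference activator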
# CSN deneddyl inh = inhibitors of CSN-mediated cullin deneddylation, primary screen, biochemical, fluorescence polarization, uHTS. actives 0.38% (n = 360,000). Purified CSN, SCF-Nedd8-OG deneddylation. inhibition, % at 12.5 µM;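 active = pattern-corrected inhibition above about 35%, with an unprinted fluorescence ratio check between 0.5 and 1.5, limit read from the data, passing the limit was not always enough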;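 note: 0% = enzyme with substrate and 100% = substrate without enzyme; some results filed as inactive read as strong as hits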
#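 Schedule: reaction 90 min, room temperature / Assay system: HEK293T-derived human Csn5 enzyme / Input: Csn5 at 0.24 nM final / Measure: inhibition of Csn5 cleavage, % / Control set: substrate-only high control, full reaction low control / Technique: fluorescence polarization of the substrate / Buffer or medium: Tris/NaCl/DTT buffer, pH 7.5 / Reagent: SCFSkp2-Nedd8OG substrate at 10 nM final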
# Rpn11 inh = Rpn11 (PSMD14) deubiquitinase inhibitors, primary screen, biochemical, fluorescence polarization, uHTS | 26S proteasome non-ATPase regulatory subunit 14 (Homo sapiens), O00487 | human 26S proteasome, Ub4-pepOG fluorescence polarization; 20S core pre-blocked with epoxomicin | calls only at 20 µM | actives 0.59% (n = 360,000);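 active = inhibition at 20 µM, scaled to each plate's controls, above about 33%, limit read from the data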
# MT1-MMP act inh = blockers of MT1-MMP proenzyme processing, primary screen, HT1080 RFP-PRO-GFP cells, GFP/RFP fluorescence | Matrix metalloproteinase-14 (Homo sapiens), P50281 | GFP/RFP ratio fluorescence, overnight; percent of plate control window, DMSO zero | GFP/RFP ratio change, % at 20 µM | actives 0.061% (n = 360,000) | AID 651647, 2012;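 active = GFP/RFP ratio change of at least 30% with cell ATP level not reduced by more than half and red fluorescence within 50% of control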; note: strong numbers were not always called active
#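 system = RFP-PRO-GFP reporter HT1080 cells | dosing = 20 µM single dose, 1% DMSO | timing = overnight cell settling, then overnight compound exposure, 37 °C, 5% CO2 | read-out basis = GFP/RFP fluorescence ratio | controls = DMSO and RFP-L50D-GFP cell wells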
# MsrA inh = bovine MsrA enzyme inhibitors, primary screen, biochemical, absorbance, HTS | Methionine sulfoxide reductase A (Bos taurus) | purified bovine MsrA, absorbance read-out | inhibition, % at 15.5 µM | actives 0.75% (n = 360,000) | AID 651718, 2012; in the data active = inhibition above about 4.5%;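 note: 0% = vehicle wells with enzyme and 100% = reference inhibitor wells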
# An asterisk follows results filed as active; i = inactive; x = not tested or not shown; + = active, no number; & = joins results of further samples. Outcome played no part in choosing rows. Share with any hit: about 3.7%.
SMILES	Rin1 Abl inh	FAS-TE inh	E coli Lon inh	PABP1 MLLE inh	MsrA act	CSN deneddyl inh	Rpn11 inh	MT1-MMP act inh	MsrA inh
CCOc1cc(C(=O)NCCOC)ccc1OC	5	-9	-9	3	-4	3	i	-2	1.2
COc1ccc(NC(=O)/C(=C\c2cc(OC)c(OC)cc2[N+](=O)[O-])NC(=O)c2ccccc2)cc1	-4	-17	9	15	-5	2	i	-1	1.9
O=c1c2ccccc2nnn1CSc1nnc(-c2ccc3c(c2)OCO3)o1	1	-7	-11	18	-8	-2	i	0	0.5
Cc1cc(C)n(C(C)CNS(=O)(=O)c2ccc(Cl)cc2)n1 (centres undefined)	1	-4	-12	2	-3	-2	i	-1	0.0
O=C1C(Cl)=C(N2CCOCC2)C(=O)N1c1ccccc1Cl	0	-16	-4	33	-11	-6	i	3	x
Nc1nc(-c2ccccc2)c(-c2ccc([N+](=O)[O-])cc2)s1	-7	-8	-40	-38	-3	2	i	-30	0.1
Cc1ccn2cc(CCNS(=O)(=O)c3ccc4c(c3)CCCC4)nc2c1	-1	-4	1	5	-8	4	i	3	-0.7
O=C(CN1CCCN(S(=O)(=O)c2ccc(F)cc2)CC1)Nc1cccc(F)c1	3	2	3	3	1	4	i	1	-0.8
O=C(Cc1n[nH]c(=O)c2ccccc12)OCC(=O)c1ccccc1	1	-2	15	-11	-3	-3	i	0	-0.7
COc1ccc(NC(=S)NC(C)c2ccncc2)cc1OC (centres undefined)	2	-3	8	-3	-10	2	i	3	0.1
CCCOC(=O)/C(=C\c1ccc([N+](=O)[O-])o1)NC(=O)c1ccccc1	-3	12	-9	-4	1	5	i	-15	0.6
O=[N+]([O-])c1cccc(-c2nnc3c4ccccc4c4ccccc4n23)c1	-6	-1	3	-20	-1	-3	i	5	-0.6
CCOC(=O)c1ccc2c(c1)NC(=O)C(N1CCN(c3ccc(OC)cc3)CC1)S2 (centres undefined)	4	-4	0	-8	-9	4	i	-6	1.4
O=C(COC(=O)c1ccc2c(=O)n3c(nc2c1)CCC3)Nc1ccccc1F	2	0	1	2	-4	0	i	0	-0.4
CC12CN(C(=O)c3ccc(Cl)cc3)C3(C#N)CC1CCC23C (centres undefined)	0	-4	-7	-2	-3	-1	i	5	0.4
O=C1/C(=C/c2ccsc2)N2CCC1CC2	-3	-5	7	7	-1	-4	i	0	0.9
CCOc1ccc(NC(=O)NNC(=O)c2cc3ccccc3cc2O)cc1	2	3	3	-11	-6	16	i	-2	1.8
CC(=O)Nc1nnc(-c2ccccn2)o1	0	-15	9	1	-4	-17	i	3	0.1
COc1ccc(Cl)cc1NC(=O)CN(C)C(=O)Cn1cnnn1	1	-6	2	-61	0	3	i	2	-0.5
Cc1nn(CC(=O)Nc2ccc3c(c2)oc2ccccc23)c(=O)c2ccccc12	-4	5	0	2	-5	32	i	2	-0.3
CCOc1cccc(NC(=O)CSc2nc(C)c3c(c2C#N)CCCC3)c1	-6	-10	0	9	-13	0	i	-3	-0.8
Cn1c(=O)[nH]c(=O)c2c1nc(N1CCN(CCO)CC1)n2CCSc1nc2ccccc2s1	4	-6	-6	8	-9	3	i	-2	-0.6
CC(C)(C)NC(=O)CSC(=Nc1ccccc1F)NC#N	1	-10	-15	-24	-1	12	+	-40	-1.1
NNC(=O)c1csc(COc2cc(Cl)cc(Cl)c2)n1	-5	-3	5	-5	3	-1	i	5	-0.2
N#CCN1CCN(CC(=O)Nc2cccc3ccccc23)CC1	2	-2	-6	7	-3	0	i	-1	0.1
Cn1nnnc1SCCNC/C=C/c1ccccc1	-1	-5	-4	-15	-3	4	i	2	1.5
CCOCCCNC(=O)C(c1ccccc1)N(Cc1cccs1)C(=O)c1ccccc1O (centres undefined)	2	-2	7	12	1	0	i	0	0.3
Cc1ccc(N2C(=O)c3cccc4c(Oc5ccccc5[N+](=O)[O-])ccc(c34)C2=O)c(C)c1	-1	61*	4	15	-5	0	i	-123	1.8
CN(CC(=O)NC1CCCCCC1)S(=O)(=O)c1ccc2c(c1)n(C)c(=O)c(=O)n2C	1	0	-4	5	-2	6	i	0	1.6
COC(=O)C1=C(C)OC(N)=C(C#N)C1c1cc2cc(C)ccc2nc1Cl (centres undefined)	-1	2	1	14	-4	4	i	-5	1.1
[O-]/[N+](=C/c1ccc(F)cc1)c1ccccc1	-2	-4	8	20	-1	-1	i	5	1.4
O=C(COc1ccc(Nc2ccccc2)cc1)OCC(=O)N1CCCCC1	-1	-2	-9	-5	-3	4	i	3	0.1
O=C(Nc1ccc(C(F)(F)F)cc1)c1ccccc1-n1cnnn1	5	3	-10	-3	-3	-3	i	2	0.3
CCCn1nc2cc(C(=O)N(CC)c3ccc(OC)cc3)ccc2c1OCC	5	-4	-4	4	-2	1	i	4	0.0
O=C(/C=C/c1ccco1)Nc1ccc2nc3n(c(=O)c2c1)CCCC3	-1	4	-6	-15	-5	5	i	1	4.3
C[C@]12C[C@H](O)[C@H]3[C@@H](CCC4=CC(=O)CC[C@@]43C)[C@@H]1CC[C@@H]2C(=O)CO	2	-2	-1	1	-6	1	i	5	1.5
Cc1ccc(Cn2c(=N)c(C(=O)NCC3CCCO3)cc3c(=O)n4cccc(C)c4nc32)cc1 (centres undefined)	-5	10	0	-15	-1	2	i	-3	0.3
CCOc1cc(N2CCOCC2)c(OCC)cc1NC(=O)COC(=O)c1c(CC)noc1C	3	-7	-4	-4	-9	3	i	6	0.1
O=[N+]([O-])c1ccc(C(O)CSC(=S)N2CCCCC2)cc1 (centres undefined)	0	8	-4	3	0	-2	i	-4	1.1
O=C(CSc1nnnn1-c1ccccc1Cl)Nc1ccc2c(c1)OCCO2	-4	3	-5	11	-2	5	i	6	-0.9

# With a hit mark in Rpn11 inh (from the list above):
SMILES	Rin1 Abl inh	E coli Lon inh	PABP1 MLLE inh	MsrA act	CSN deneddyl inh	Rpn11 inh	MT1-MMP act inh	MsrA inh
CC(C)(C)NC(=O)CSC(=Nc1ccccc1F)NC#N	1	-15	-24	-1	12	+	-40	-1.1

# More structures follow:
SMILES	Rin1 Abl inh	FAS-TE inh	E coli Lon inh	PABP1 MLLE inh	MsrA act	CSN deneddyl inh	Rpn11 inh	MT1-MMP act inh	MsrA inh
COCCNC(=O)c1c(CSc2ccccc2)noc1C(=O)NCc1ccccc1	0	3	-2	-10	-2	5	i	3	0.4
O=C(c1cc(COc2ccc(F)c(F)c2)on1)N1CCOCC1	2	-6	-12	0	-7	-3	i	-2	0.0
Nc1ccccc1SCC(=O)Nc1nccs1	-2	-4	1	-79	-2	5	i	1	-0.7
c1ccc(OCCSc2nnnn2-c2ccccc2)cc1	-3	16	10	-17	3	2	i	-8	0.4
CCOc1cc(/C=N/n2c(C)nc3sc(C)c(C)c3c2=O)ccc1O	1	-6	1	2	-3	3	i	7	0.6
CCOc1ccc(N(CC(=O)NC2CCCC2)C(=O)CCC(=O)Nc2ccccn2)cc1	1	-2	-5	15	-2	-2	i	5	-1.2
Cc1ccc(-c2noc(CCC(=O)NCCCN3CCN(c4ccc(F)cc4)CC3)n2)cc1	0	-6	-9	-1	-1	-6	i	4	-0.8
COc1ccc(NC(=O)[C@H](NC(=O)[C@@H]2Cc3ccccc3CN2)c2ccccc2)cc1	5	8	-7	-5	-5	-2	i	2	0.1
O=C1NC2=C(C(=O)CCC2)C(c2ccccc2Cl)N1 (centres undefined)	0	-4	2	-3	-2	-2	i	2	2.7
C/C(N)=C(/C#N)C(=O)COC(=O)COc1ccc(Cl)cc1	4&3	1&6	-11&3	1&-2	-4&-2	1&0	i	3&3	0.1&0.2
O=C(COC(=O)c1ccc(S(=O)(=O)NCc2ccco2)cc1)Nc1ncc(Cl)cc1Cl	-1	-6	5	4	-2	3	i	5	0.1
CCOC(=O)CNC(=O)Cn1c(C)cc2ccccc2c1=O	2	-14	-3	5	-5	-4	i	2	3.2
Cc1cc(Sc2nnc(/N=C/N(C)C)s2)c2ccccc2n1	2	7	-1	27	-3	-5	i	-3	3.5
Cc1ccc(N2C(=O)C3C4C=CC(CC4)C3C2=O)cc1[N+](=O)[O-] (centres undefined)	0	-2	0	1	-2	1	i	-1	0.1
CCN1CCN(C(=S)NCCOC)CC1	2	-4	-2	-17	3	-1	i	0	-1.2
COC(=O)[C@@H]1C[C@@]2(O)[C@H](O)[C@H](O)[C@H](O)C[C@H]2N1Cc1ccc(C(F)(F)F)cc1	2	-11	-3	7	0	0	i	-1	1.3
C=CCn1c(COc2ccc(CC)cc2)nnc1SC/C(O)=C(\C#N)c1nc2ccccc2[nH]1	-3	-6	-7	-91	-3	8	i	-16	2.6
CCN(C(=O)Cn1c(=O)n2nc(CCn3nc(C)cc3C)nc2c2ccccc21)c1cccc(C)c1	0	-6	2	2	-3	-1	i	-2	0.3
CCn1cc(C(=O)OCC(=O)Nc2ccccc2OC(F)F)c(=O)c2ccc(C)nc21	1	0	-8	10	0	1	i	4	0.8
N#Cc1cc2cc(Cl)ccc2[nH]c1=O	x	3	-4	x	-3	-10	x	3	0.3
O=C(CN1CSCC1=O)N1CCN(S(=O)(=O)c2cccc(F)c2)CC1	-1	-3	2	7	-2	2	i	6	0.6
CN(Cc1ccccc1)C(=O)COc1ccc(N(C)S(=O)(=O)c2ccc(F)cc2)cc1	-8	4	3	6	-9	3	i	2	-0.5
Cc1cc(C)c2nc(-c3cccnc3)cc(C(=O)NC(C)c3cnn(C)c3C)c2c1 (centres undefined)	-4	1	-7	-2	-4	-5	i	0	-0.5
O=C(c1ccc(Cl)cc1)N(Cc1cccs1)C1CCS(=O)(=O)C1 (centres undefined)	5	-4	3	13	0	-1	i	6	0.3
Cc1ccc(CCN2CC(C(=O)NCCC(C)C)CC2=O)cc1 (centres undefined)	-3	-2	9	6	1	-3	i	2	-0.8
O=c1cc(CCl)[nH]c2nc3ccccc3n12	0	-3	3	-11	-3	-2	i	-2	1.7
CCCCCCCCCCOC(=O)Cn1c(COc2ccc(C)cc2)[n+](C)c2ccccc21	-1	-46	9	14	-4	8	i	-1	-1.5
CCN(CC)CCN(Cc1cc2cc3c(cc2[nH]c1=O)OCO3)C(=S)NCC(C)C	-6	-6	-18	-109	-5	0	i	2	2.0
COc1ccc(C(=O)Nc2ccc(NC(=O)c3cccs3)cc2)cc1[N+](=O)[O-]	-5	-6	4	0	-7	1	i	3	1.2
Cc1cccc2cncc(OCc3nnc(SC(F)F)n3C)c12	2	-4	-2	0	-8	-7	i	1	1.4
